High-throughput results from PubChem.
RSV antiviral HEp-2: RSV antiviral activity via CPE protection, HEp-2 cells, primary 10 µM value included (AID 2391) | HEp-2 cells, RSV-induced CPE inhibition; higher % means a stronger effect | CPE inhibition, % at 10 µM; hits with a dose series show IC50 in µM | 310,000 compounds, 0.13% hits; in the data active = a potency from the dose series; inconclusive = CPE inhibition mostly from about 23% at the one dose, without a potency; inactive = the rest, 99 in 100 with CPE inhibition below about 21%; note: strong numbers were not always called active
GPR55 antagonists: GPR55 antagonists blocking LPI-driven arrestin recruitment, primary screen, imaging, U2OS, beta-arrestin-GFP, LPI agonist (AID 2013) | U2OS GPR55 beta-arrestin-GFP translocation imaging, LPI antagonism; higher % means a stronger effect | inhibition, % at 10 µM, or IC50 in µM where a hit was titrated | 290,000 compounds, 0.13% hits;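 active = spots per cell inhibited over 60%, with over 100 cells counted and total cytoplasm intensity under 500,000; inconclusive = wells with under 100 cells, flagged as likely toxic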;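 note: U2OS cells stably carrying GPR55 and arrestin-GFP stimulated by 5 µM LPI near EC80; imaged beta-arrestin-GFP aggregate spots per cell after agonist stimulation; plate controls were LPI-stimulated DMSO wells for no effect and DMSO wells without LPI for full effect; some results filed as inactive read as strong as hits; confirmed hits need IC50 under 10 µM and bright autofluorescent wells are also inconclusive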
K1F lysis inhibition: protection from phage-mediated lysis, alamar blue read-out – E. coli UTI89, K1F phage, bacterial capsule biogenesis inhibitors (AID 488966) | E. coli UTI89 K1F phage lysis, alamar blue, 2 h; higher % means a stronger effect | inhibition, % at 100 µM, or IC50 in µM where a hit was titrated | 340,000 compounds, 0.02% hits;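 active = phage lysis inhibition, versus mean bacterial control, above a set limit; inconclusive = no clear call, values can overlap the other calls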;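 note: capsule biogenesis inhibitors block K1F phage lysis so surviving cells raise fluorescence; higher fluorescence means more inhibition of phage lysis; actives were called in the ten point dose series up to 300 µM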
Dengue-2 NS5 capping: flavivirus cap methylation enzyme inhibition – biochemical, confirmation dose response, primary screen (AID 588689). Dengue-2 NS5 methyltransferase capping enzyme assay, biochemical; higher % means a stronger effect. inhibition, % at 25 µM; hits with a dose series show IC50 in µM. 340,000 compounds, 0.3% hits; in the data active = a potency from the dose series; inconclusive = inhibition above about 29% without an active follow-up result
PhoP inhibition: inhibitors of PhoP regulon expression, primary screen, Salmonella Typhimurium, GFP reporter (AID 1863); one-dose inhibition, % at 50 µM; IC50 in µM for titrated hits; S. Typhimurium PhoP-regulated promoter GFP reporter, 4 h; higher % means a stronger effect; 300,000 compounds, 0.16% hits;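 active = inhibition over 29.93%, a cutoff 3 SD above the screen mean, later confirmed by dose response; inconclusive = inhibition over 29.93% but no dose response follow-up; inactive = inhibition at most 29.93% or unconfirmed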;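 note: 0% = low Mg2+ inducing control and 100% = high Mg2+ repressing control; strong numbers were not always called active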
HIV peptide binding: inhibitors of HIV fusion peptide binding, primary screen, biochemical, uHTS, fluorescence dequenching (AID 1986) | cell-free peptide binding, fluorescence dequenching, 30 min; higher % means a stronger effect | inhibition, % at 20 µM; hits with a dose series show IC50 in µM | 290,000 compounds, 0.3% hits; in the data active = inhibition mostly above about 52%, no sharp cut-off; inactive = mostly below about 76%; note: some results filed as inactive read as strong as hits
Large T inhibition: TAg ATPase/helicase activity blockers – biochemical (AID 1903). SV40 large T antigen ATPase/helicase inhibition assay; higher % means a stronger effect. one-dose inhibition, % at 20 µM; IC50 in µM for titrated hits. 310,000 compounds, 0.39% hits; in the data active = a potency from the dose series; inconclusive = inhibition mostly from about 32% at the one dose, without a potency; inactive = the rest, 99 in 100 with inhibition below about 32%; note: strong numbers were not always called active
GPR35 antagonists: inhibition of zaprinast-stimulated GPR35 beta-arrestin translocation – imaging, U2OS, beta-arrestin-GFP, zaprinast agonist, primary screen (AID 2058) | U2OS GPR35 beta-arrestin-GFP translocation imaging, zaprinast antagonism; higher % means a stronger effect | inhibition, % at 10 µM; hits with a dose series show IC50 in µM | 290,000 compounds, 0.052% hits;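 active = inhibition of at least 50% with at least 30 cells and total cytoplasm GFP at most 10,000,000; inconclusive = under 30 cells or total GFP of 10,000,000 plus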
Rac1 GTP hydrolysis: MgcRacGAP GTPase-activating activity inhibitors, confirmation, biochemical, ADP Hunter fluorescence | MgcRacGAP-stimulated Rac1 GTP hydrolysis, ADP Hunter fluorescence; higher % means a stronger effect; GST-tagged Rac1 F28L mutant substrate | inhibition, % at 30 µM, or IC50 in µM where a hit was titrated | 340,000 compounds, 0.6% hits;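 active = first-screen hits whose inhibition reached a set limit at any dose in the follow-up dose series; inconclusive = inhibition above the set first-screen limit but never retested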;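 note: fluorescence reports GDP produced by GAP-driven GTP hydrolysis; strong numbers were not always called active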
Dengue-2 NS5 capping pilot replicate: recorded beside Dengue-2 NS5 capping, whose call it bears; inhibition, %; measured here: pilot screen replicate inhibition
* marks the source's active call; other numbers are inactive results; ? = inconclusive; nt = not tested or not shown; [ ] = dose if it differs, or a comment.

SMILES	RSV antiviral HEp-2	GPR55 antagonists	K1F lysis inhibition	Dengue-2 NS5 capping	PhoP inhibition	HIV peptide binding	Large T inhibition	GPR35 antagonists	Rac1 GTP hydrolysis	others
COc1ccc(CCNC(=O)C2CCN(S(=O)(=O)c3cccc4nsnc34)CC2)cc1OC	0.8%	-5%	4.7%	-1%	2%	-0.1%	5%	-5%	-3%
Cc1ccccc1-n1c(-c2ccc(Br)o2)n[nH]c1=S	nt	nt	0.5%	0%	nt	nt	20%	nt	8%
COc1ccc(C(c2nnnn2Cc2ccccc2)N2CCN(C(=O)c3ccco3)CC2)cc1 (configuration not stated)	4.4%	94%	0.0%	-1%	4%	3.2%	5%	1%	4%
COc1cc(C(=O)Nc2ccc3nc(N4CCOCC4)sc3c2)cc(OC)c1OC	0.0%	nt	1.0%	1%	nt	nt	nt	nt	4%
CCOC(=O)CSc1nnc(-c2ccc3ncccc3c2)n1C	nt	0%	0.9%	-2%	-2%	-1.7%	3%	16%	5%
CC1=C(C(=O)OCc2ccccc2)C(c2ccccc2-c2ccccc2)NC(=O)N1CCCCCC(=O)O (configuration not stated)	19%	10%	-0.6%	-4%	0%	21%	20%	-4%	13%
CCn1c(=O)n(CC(=O)NCC2CCCO2)c(=O)c2c3c(sc21)COC(C)(C)C3 (configuration not stated)	1.3%	-10%	3.5%	0%	13%	-0.9%	-1%	7%	11%
C=CCOc1c(CNc2nccs2)cccc1OCC	1.1%	12%	-2.8%	-4%	0%	-0.8%	3%	-4%	-1%
CCOC(=O)/C(C#N)=C/c1c(N2CCN(c3cccc(Cl)c3)CC2)nc2c(C)cccn2c1=O	nt	12%	0.4%	1%	nt	4.7%	nt	-7%	7%
C[C@H](NC(=O)c1ccco1)C(=O)Nc1ccc(S(=O)(=O)N2CCCC2)cc1	1.9%	-1%	2.7%	7%	-3%	160%	3%	16%	-2%
O=C(CN1CCN(S(=O)(=O)c2ccc(Cl)cc2)CC1)c1ccc(O)c(O)c1	-0.1%	-2%	1.8%	4%	6%	19%	?	-10%	nt
Clc1cccc(Cl)c1Cn1cc(Br)cn1	0.8%	3%	7.8%	3%	7%	-0.2%	18%	3%	7%

Brought forward from above: two compounds; new compounds follow.
SMILES	RSV antiviral HEp-2	GPR55 antagonists	K1F lysis inhibition	Dengue-2 NS5 capping	PhoP inhibition	HIV peptide binding	Large T inhibition	GPR35 antagonists	Rac1 GTP hydrolysis	others
O=C(CN1CCN(S(=O)(=O)c2ccc(Cl)cc2)CC1)c1ccc(O)c(O)c1	-0.1%	-2%	1.8%	4%	6%	19%	?	-10%	nt
Clc1cccc(Cl)c1Cn1cc(Br)cn1	0.8%	3%	7.8%	3%	7%	-0.2%	18%	3%	7%
CCCc1nnc(NS(=O)(=O)c2ccccc2)s1	2.4%	1%	0.2%	-7%	-7%	1.7%	5%	11%	-11%	Dengue-2 NS5 capping pilot replicate=1.2
Cc1cc(C)nc(NC(=O)Nc2ccc3c(c2)OCO3)c1	0.6%	-21%	0.2%	-10%	5%	-0.6%	8%	-5%	2%
Cc1ccc(C(=O)O/N=C(\N)c2nonc2N)cc1	1.0%	6%	0.2%	-12%	-4%	1.4%	-3%	7%	8%
CCOC(=O)CSc1nnc(-c2ccc(S(=O)(=O)NCc3cccs3)cc2)o1	-0.1%	nt	1.2%	-3%	nt	nt	nt	nt	6%
O=C(O)c1ccc2c(c1)S(=O)(=O)N=C1CCCCCN12	1.2%	17%	-1.2%	1%	3%	1.8%	2%	-12%	4%
CCCCc1cc(=O)oc2cc(O)ccc12	1.3%	-4%	-0.6%	-8%	-8%	-1.5%	19%	-1%	7%
CCCCn1nnc(NC(=O)CC23CC4CC(CC(C4)C2)C3)n1	-1.2%	4%	0.1%	8%	17%	2.4%	17%	-16%	13%
CCOc1ccc(-c2c(C(=O)N/N=C/c3ccc(O)cc3)nnn2-c2nonc2N)cc1	-1.0%	2%	0.6%	2%	-13%	-2.1%	5%	-10%	8%
COc1ccccc1C(=O)Nc1c(-c2ccccc2)nc2ccccn12	1.5%	-6%	0.2%	-7%	-3%	-1.6%	14%	10%	1%
CCOC(=O)C(NC(=O)CC)(Nc1ccc(S(=O)(=O)Nc2cc(C)on2)cc1)C(F)(F)F (configuration not stated)	-0.4%	0%	0.2%	-2%	-1%	60%*	16%	5%	5%
Cc1nc2ccc(C(=O)Nc3ccccc3Cl)cc2s1	0.2%	2%	-1.9%	4%	-1%	0.9%	9%	3%	14%
Cc1cccc(NC(=O)c2ccc(Cl)c(S(=O)(=O)N3CCc4ccccc43)c2)n1	-0.2%	nt	0.2%[50 µM]	-3%	nt	nt	nt	nt	4%
COc1ccc(NC(=O)CSc2nnc(CNC(=O)c3ccco3)o2)c(OC)c1	0.5%	8%	6.1%	0%	5%	-0.5%	8%	-6%	12%
COc1ccc(OCc2cc(C(=O)N3CCOCC3)no2)c(Cl)c1	0.3%	-1%	0.1%	-3%	7%	-1.3%	3%	-6%	14%
CN1CCN(C(=O)/C(=C\c2cccnc2)NC(=O)c2cccc(Br)c2)CC1	-0.4%	-1%	-0.3%	-15%	-1%	-0.5%	10%	-19%	7%
CCOC(=O)CSc1nnc(CNC(=O)c2ccc(S(=O)(=O)N3CCCC3)cc2)n1C	0.8%	-1%	0.2%	-3%	6%	-2.8%	9%	0%	0%
COc1cccc(CC2(CO)CCCN(Cc3ccc(CN4CCCCC4)s3)C2)c1 (configuration not stated)	1.2%	4%	-0.1%	-5%	19%	-0.4%	3%	-2%	7%
COc1ccc2[nH]c3c(NCCCN4CCCC4=O)ncnc3c2c1	2.2%	11%	-2.8%	1%	-7%	2.3%	13%	12%	3%
O=C(c1ccccc1)c1ccc(OCCOCCN2CCN(Cc3ccccc3)CC2)cc1	?	8%	0.2%	-8%	5%	0.4%	19%	12%	25%
CC(=NCCN1CCNCC1)C1=C(O)CC(C)(C)CC1=O	-0.4%	15%	5.7%	-2%	-3%	-0.4%	2%	0%	-5%
Cc1cc(C)c(C#N)c(SCC(=O)NN2CC(=O)N(c3ccccc3F)CC2=O)n1	2.2%	-9%	0.8%	2%	-7%	-0.2%	5%	-1%	-1%
CC(C)(C)NC(=O)CCC1COc2ccccc2O1 (configuration not stated)	1.9%	12%	-0.1%	2%	6%	1.5%	0%	0%	19%
COc1ccc(C(=O)COC(=O)C2CCCN2C(=O)C23CC4CC(CC(C4)C2)C3)cc1 (configuration not stated)	1.7%	4%	0.0%	-3%	1%	0.3%	6%	24%	11%
CCc1ccccc1N(CC(=O)N1CCN(c2ccccc2F)CC1)S(C)(=O)=O	1.0%	-3%	-0.7%	-7%	-3%	1.1%	-2%	-23%	2%
Cc1nn(C(C)C)c(C)c1[C@@H]1C[C@H]2CN(Cc3cccc(Cl)c3)C(=O)[C@]23CCCN13	6.3%	-3%	0.2%	-13%	-14%	1.9%	9%	-1%	8%
CCCCn1ccnc1C(=O)c1cc(S(=O)(=O)N2CCOCC2)ccc1C	0.1%	2%	1.5%	1%	-3%	1.0%	-5%	17%	10%
O=C(COC(=O)Cc1ccc(F)cc1)NC1CCCC1	-0.6%	nt	1.5%[50 µM]	-3%	4%	nt	1%	nt	3%
COc1ccc(OC)c(C(=O)NC(CC(N)=O)c2ccc(N3CCN(c4ccc(F)cc4)CC3)c([N+](=O)[O-])c2)c1 (configuration not stated)	1.2%	6%	0.5%	-6%	-11%	-1.2%	11%	-7%	2%
O=C1CC(SC2=NCCS2)C(=O)N1c1ccc(Cl)cc1 (configuration not stated)	2.3%	6%	1.8%[50 µM]	-4%	-10%	1.7%	16%	-1%	6%
CN1C(=O)/C(=C/c2ccccc2Cl)Sc2ccc(C(=O)N3CCCC3)cc21	?	-1%	-0.3%	6%	-10%	1.3%	10%	-10%	1%
CNC(=O)c1ccc(-c2cc(C(F)(F)F)nn2C)s1	10%	8%	nt	nt	1%	-1.4%	-1%	11%	nt
COc1ccc(/C=C/c2nnc(NC(=O)c3ccco3)s2)cc1	nt	7%	nt	nt	4%	0.3%	7%	1%	nt

Arranged by heavy-atom count (smallest number first): nine of the compounds above
SMILES	RSV antiviral HEp-2	GPR55 antagonists	K1F lysis inhibition	Dengue-2 NS5 capping	PhoP inhibition	HIV peptide binding	Large T inhibition	GPR35 antagonists	Rac1 GTP hydrolysis	others
CC(C)(C)NC(=O)CCC1COc2ccccc2O1 (configuration not stated)	1.9%	12%	-0.1%	2%	6%	1.5%	0%	0%	19%
O=C1CC(SC2=NCCS2)C(=O)N1c1ccc(Cl)cc1 (configuration not stated)	2.3%	6%	1.8%[50 µM]	-4%	-10%	1.7%	16%	-1%	6%
CC(=NCCN1CCNCC1)C1=C(O)CC(C)(C)CC1=O	-0.4%	15%	5.7%	-2%	-3%	-0.4%	2%	0%	-5%
COc1ccc(/C=C/c2nnc(NC(=O)c3ccco3)s2)cc1	nt	7%	nt	nt	4%	0.3%	7%	1%	nt
CCCCn1ccnc1C(=O)c1cc(S(=O)(=O)N2CCOCC2)ccc1C	0.1%	2%	1.5%	1%	-3%	1.0%	-5%	17%	10%
CCc1ccccc1N(CC(=O)N1CCN(c2ccccc2F)CC1)S(C)(=O)=O	1.0%	-3%	-0.7%	-7%	-3%	1.1%	-2%	-23%	2%
Cc1cc(C)c(C#N)c(SCC(=O)NN2CC(=O)N(c3ccccc3F)CC2=O)n1	2.2%	-9%	0.8%	2%	-7%	-0.2%	5%	-1%	-1%
COc1ccc(C(=O)COC(=O)C2CCCN2C(=O)C23CC4CC(CC(C4)C2)C3)cc1 (configuration not stated)	1.7%	4%	0.0%	-3%	1%	0.3%	6%	24%	11%
COc1ccc(OC)c(C(=O)NC(CC(N)=O)c2ccc(N3CCN(c4ccc(F)cc4)CC3)c([N+](=O)[O-])c2)c1 (configuration not stated)	1.2%	6%	0.5%	-6%	-11%	-1.2%	11%	-7%	2%

Rows were taken by chance; any-hit rate near 1.5%.
